hERG WT inh = inhibitors of human wildtype KCNH2 potassium channel. AID 720551. Q12809. activity change, % at 1.84 µM. 340,000 compounds, 0.37% hits. U2OS, BacMam KCNH2, thallium flux FluxOr; stronger effect = lower value;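 active = maximum activity change below -70%; inconclusive = maximum activity change between -70% and -50%; inactive = maximum activity change above -50%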; also: % is scaled to controls: 0 for no effect and ±100 for the full control effect
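U2OS cells were transduced with wild-type KCNH2 virus (2.03 x 10^8 / mL) for 4 h at room temperature, then cultured overnight at 37 C. Thallium flux was read with FluxOr dye. Rate constants were normalized to DMSO controls.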
Giardia kill = kills Giardia lamblia; Giardia lamblia trophozoite viability; activity change, % at 7.66 µM, hits read low; 340,000 compounds, 0.15% hits; in the data active = activity change below about -80%; inconclusive = between about -30% and that limit;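 also: parasites exposed to compound for two days anaerobically before the ATP read; % is scaled to controls: 0 for no effect and ±100 for the full control effect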
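Anaerobic 48 hrs incubation at 37 deg C of 100 trophozoites/well with test compounds; ATPLite 1-Step luminescence, 15-30 min RT, reports cellular ATP as viability.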
Coupling enz = inhibits coupling enzyme system, counter-screen for aldolase hits; activity change, negative = inhibition, % at 58.2 µM, hits read low; coupling enzyme system counterscreen, AmpLite Red fluorescence; 290,000 compounds, 0.67% hits; in the data active = activity change below about -30%; also: % is scaled to controls: 0 for no effect and ±100 for the full control effect
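Final compound at 57.5 uM, incubated 10 min at RT with coupling enzyme reagent (glyceraldehyde-3-phosphate), then 20 min with substrate and AmpLite Red detection. Fluorescence read at 525/598 nm; tests interference with the coupling assay, not aldolase inhibition.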
Menin MLL FP TR = menin-MLL binding inhibition, Texas Red mutant peptide; Potency, µM (series often up to 61.6 µM), without a hit: at the highest dose FP activity change, negative = inhibition, usual class: inhibitors; O00255; 270,000 compounds, 0.23% hits; Menin + Texas Red MLL mutant peptide, fluorescence polarization; AID 1768; active = well fitted inhibition curve with a large enough effect in the polarisation, with a control signal flat, not every such curve was filed as active; inconclusive = small, poorly fitted or top-dose-only effect, or effect the other way, or a change in a side signal; inactive = no such curve, though single readings can be large or run the other way; the % refers to the polarisation; also: potency is read from the fitted curve at half-maximal effect; % of control where 0% means no effect; many of its hits are not listed in these tables
GALK inh = galactokinase (human) inhibition | P51570 | 270,000 compounds, 0.007% hits | AID 1868 | Purified GALK, Kinase-Glo residual ATP luminescence | Potency, µM (titrated, usually from 57.5 µM), inactives show top-dose activity change, negative = inhibition, usual class: inhibitors; also: potency is read from the fitted curve at half-maximal effect; % is scaled to controls: 0 for no effect and ±100 for the full control effect
Target sequence (P51570 whole entry, looked up): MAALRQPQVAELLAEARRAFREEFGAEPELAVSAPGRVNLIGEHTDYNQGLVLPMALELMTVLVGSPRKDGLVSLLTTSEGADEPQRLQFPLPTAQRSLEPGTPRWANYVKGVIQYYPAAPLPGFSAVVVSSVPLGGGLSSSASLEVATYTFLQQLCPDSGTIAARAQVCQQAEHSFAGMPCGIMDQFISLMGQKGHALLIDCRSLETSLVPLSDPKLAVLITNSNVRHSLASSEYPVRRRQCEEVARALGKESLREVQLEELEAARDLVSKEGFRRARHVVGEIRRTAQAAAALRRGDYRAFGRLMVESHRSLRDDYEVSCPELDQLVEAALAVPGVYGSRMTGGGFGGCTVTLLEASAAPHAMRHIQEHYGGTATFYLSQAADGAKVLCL
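Compounds were pin-transferred into ATP buffer (35 uM final), then GALK plus galactose (5 nM, 100 uM final) was added. After 1 h at room temperature, Kinase-Glo Plus was added and luminescence read after 10 min.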
KCNH2 3.1 block = inhibitors of human KCNH2 3.1 potassium channel isoform; U2OS KCNH2 3.1, thallium flux FluxOr; stronger effect = lower value; activity change, % (tested at about 1.8 µM); 340,000 compounds, 0.95% hits;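 active = maximum activity change below -70%; inconclusive = maximum activity change from -70% to -50%; inactive = maximum activity change above -50%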;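 also: thallium influx rate constant from kinetic fluorescence after stimulation buffer; % is scaled to controls: 0 for no effect and ±100 for the full control effect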
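We transduce U2OS cells with the mutant 3.1 virus, culture them overnight, load FluxOr with Red40 quencher for 45 min, then add stimulation buffer and read kinetically for 2 min to derive a normalized rate constant.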
USP2a inh = blocks human ubiquitin-specific protease USP2a. USP2 core, Ub-CHOP2 coupled fluorogenic reporter, 485/531. Potency, µM (doses to about 38.3 µM), without a hit: at the highest dose activity change, negative = inhibition, most hits filed as inhibitors. 330,000 compounds, 0.01% hits. O75604;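 also: potency is read from the fitted curve at half-maximal effect; plate controls were DMSO wells for no effect and full inhibition by NEM control for full effect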
Target sequence (O75604 whole entry, looked up): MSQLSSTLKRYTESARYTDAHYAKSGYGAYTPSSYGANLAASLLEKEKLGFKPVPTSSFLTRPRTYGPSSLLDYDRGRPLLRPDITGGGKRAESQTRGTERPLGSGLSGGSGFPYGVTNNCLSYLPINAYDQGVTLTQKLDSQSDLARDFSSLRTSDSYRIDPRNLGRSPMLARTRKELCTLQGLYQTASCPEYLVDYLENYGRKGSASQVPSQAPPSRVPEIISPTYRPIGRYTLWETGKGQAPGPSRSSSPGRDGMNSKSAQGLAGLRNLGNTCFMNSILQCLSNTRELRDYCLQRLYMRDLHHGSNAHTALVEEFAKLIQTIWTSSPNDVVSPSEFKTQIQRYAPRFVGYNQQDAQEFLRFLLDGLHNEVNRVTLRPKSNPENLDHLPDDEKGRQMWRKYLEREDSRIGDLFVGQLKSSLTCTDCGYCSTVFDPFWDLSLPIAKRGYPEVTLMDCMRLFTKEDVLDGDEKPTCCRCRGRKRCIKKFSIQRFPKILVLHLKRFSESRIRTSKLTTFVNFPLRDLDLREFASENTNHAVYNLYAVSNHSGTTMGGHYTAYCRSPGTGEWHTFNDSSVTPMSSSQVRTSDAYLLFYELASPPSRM
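Cell-free coupled assay: 10nM USP2 core preincubated 30min RT with compound in Tris-HCl pH 8.0/CaCl2/CHAPS buffer, then 25nM Ub-CHOP2 and 25nM reporter substrate; fluorescence (Ex 485/Em 531) read after 60min RT, normalized to NEM inhibition, concentration-response curves fitted.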
CXXC DNA block = MLL CXXC-DNA interaction inhibition. Q03164. MLL-CXXC / FITC-HOXA9 DNA fluorescence polarization. Potency, µM (top dose mostly 115 µM), inactives show at the top dose activity change, negative = inhibition, most hits filed as inhibitors. 290,000 compounds, 0.037% hits; active = well fitted inhibition curve with a large enough effect in the polarisation, with a control signal flat, not every such curve was filed as active; inconclusive = small, poorly fitted or top-dose-only effect, or effect the other way, or a change in a side signal; inactive = no such curve, though single readings can be large or run the other way; the % refers to the polarisation; also: potency is read from the fitted curve at half-maximal effect
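Purified MLL-CXXC (added from a 7 uM solution) was preincubated 5 min at ambient with pinned compounds in 50 mM Tris-HCl pH 7.5, 50 mM NaCl, 1 mM DTT, 0.05% BSA. Fluorescein-labeled HOX-A9 DNA (50 nM solution) followed, 30 min, then polarization read.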
B2AR arrestin = agonists driving beta-arrestin recruitment to human beta2-adrenergic receptor. P07550. beta-arrestin recruitment to beta2AR, cell-based reporter. Potency, µM (titrated, usually from 46.1 µM), for the others: top-dose activation, usual class: activators. 330,000 compounds, 0.02% hits;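 also: potency is read from the fitted curve at half-maximal effect; 0% = DMSO controls and full agonism = EC100 isoproterenol or metaproterenol; nearly all actives have a fitted effect of over 65% in size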
PKM2 activator = increases activity of human pyruvate kinase M2 | purified PKM2, Kinase-Glo ATP luminescence, activation; response scale: 0% is enzyme alone, no compound | Potency, µM (titrated, usually from 57.5 µM), without a hit: top-dose activation, usual class: activators | 260,000 compounds, 0.34% hits | AID 1631; also: potency is read from the fitted curve at half-maximal effect; % is scaled to controls: 0 for no effect and ±100 for the full control effect; nearly all actives have a fitted effect of over 55% in size
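hPK-M2, >95% pure; 0.1 mM ADP / 0.5 mM PEP final; imidazole pH7.2 buffer w/ 7 mM MgCl2, 50 mM KCl; 1 h RT; Kinase-Glo lum. Intermediate enzyme activity for dual inhibitor/activator qHTS.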
TRPV1 agonist = human TRPV1 agonism. Q8NER1. activation, % at 8.33 µM. 320,000 compounds, 0.19% hits. TRPV1-expressing cells, Fluo-8 calcium influx, agonist mode. AID 540275; in the data active = activation above about 80%; inconclusive = between about 30% and that limit; also: 0% is about no effect
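TRPV1-expressing cells were cultured overnight at 35.5C and loaded with Fluo-8 calcium dye for 40 to 90 min at room temperature. After a 10 s baseline, compound was added and calcium influx was read kinetically for 3 min (ex 480/em 520 nm).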
* hit, by the source's call; ? = inconclusive; / = not tested or not shown; [ ] = another dose, or the depositor's remark. Unless noted, calls follow the shape of the dose curve; as a rule, active = well fitted curve in the direction sought with a large enough effect; inconclusive = small, poorly fitted or top-dose-only effect, or another doubt; inactive = no such curve, though single readings can be large; an effect the other way counts as inactive or inconclusive. The list is partial; count on the stated rates, not on these rows.

Values in the order – hERG WT inh, Giardia kill, Coupling enz, Menin MLL FP TR, GALK inh, KCNH2 3.1 block, USP2a inh, CXXC DNA block, B2AR arrestin, PKM2 activator, TRPV1 agonist
(1) O=C(COc1ccccc1[N+](=O)[O-])N/N=C/c1cccc(OC(=O)c2ccc3c(c2)OCO3)c1
 : 6, -15, 3, 18%, 0%, 1, -5%, 41%[activator], -0.9%, -2%, 4
(2) CC(=O)Nc1nc(C)c(-c2csc(Nc3ccc(S(N)(=O)=O)cc3)n2)s1
 : 4, -7, -2, /, -3%, 13, -1%, 10%, -0.1%, 1%, 0
(3) Cc1ccc(NC(=O)c2ccc(Cn3cc(Br)cn3)o2)cc1
 : 11, -15, 3, 23%, 1%, 1, 2%, 3%, 0.1%, 19%, ?
(4) COc1ccc(OCCC(=O)OCC(=O)NCc2ccc(F)cc2)cc1
 : -1, -3, 1, -2%, 12%, -17, 3%, -2%, 0.1%, -8%, 21
(5) CCOCC(O)CNC(=O)c1ccc(OC2CCN(C(=O)c3cccnc3)CC2)cc1 (stereo not given)
 : -7, 0, -2, /, -1%, 11, 2%, -5%, 0.3%, -6%, 0
(6) COCCN(C(=O)CSc1nnc(C)n1-c1ccccc1)c1c(N)n(Cc2ccccc2)c(=O)[nH]c1=O
 : 1, 7, -4, -5%, 4%, -11, 3%, 3%, -0.3%, -18%, -2
(7) O=C(NCCN1CCOCC1)c1c(F)c(F)c(F)c(F)c1F
 : 1, -9, -1, 12%, 0%, -11, 7%, -5%, 0.1%, 2%, 0
(8) CC(=O)Nc1cccc(NC(=O)C2CC3CCC2C3)c1 (stereo not given)
 : -9, 8, -3, -14%, -2%, -3, 3%, -1%, 0.0%, -8%, -3
(9) COc1ccc(CC(=O)NNC(=O)CCc2ccccc2)cc1OC
 : -2, 6, 3, 15%, 1%, 2, 0%, ?, -0.2%, -7%, 15
(10) CCCNC(=O)C1(CC2CC(c3ccccc3)=NO2)CCN(C(=O)C2CCCC2)CC1 (stereo not given)
 : 5, -6, /, /, /, 4, 0%, /, -0.2%, /, 2
(11) CCOC(=O)c1cnc2ccc(C)cc2c1Sc1ccccc1C(=O)OC
 : -8, -24, -25, -6%, -5%, -6, 5%, 6%, 0.5%, 1%, ?
(12) CC(=O)Nc1ccc(S(=O)(=O)NCCSCc2ccco2)cc1
 : -12, 11, 8, 7%, 3%, 1, -2%, -20%, 0.4%, 1%, 8
(13) CCNS(=O)(=O)c1ccc2c3c(cccc13)C(=O)N2
 : -6, -7, 2, 2%, 0%, 34, 1%, 9%, 0.4%, 10%, -3
(14) N/C(=N\OS(=O)(=O)c1cc(Cl)ccc1Cl)c1ccncc1
 : -1, -17, 4, -2%, 0%, -14, 1%, 23%, -0.1%, 2%, -5
(15) O=C(COC(=O)CSc1ccc(F)cc1)NCc1ccco1
 : 4, 3, /, /, /, 9, -4%, /, -0.3%, /, 15
(16) O=C1CC(NCc2cccs2)C(=O)N1c1ccc(Cl)cc1 (stereo not given)
 : 1, -4, 1, 15%, 1%, -4, -8%, -10%, -0.7%, -9%, -3
(17) O=C(CCN1C(=O)c2ccccc2C1=O)Nc1ccncc1
 : 0, -10, 0, 1%, -1%, -3, 1%, -3%, 4.5%, -10%, -1
(18) Cc1ccc(N(CC(=O)N/N=C/c2cccc(Br)c2)S(C)(=O)=O)cc1
 : -7, -1, -31*, -1%, 0%, 1, -1%, 10%, -1.8%, -3%, 3
(19) Cn1c(=O)c2c(nc(CN3CCN(CCO)CC3)n2CCc2ccccc2)n(C)c1=O
 : -21, 23, 1, -7%, -3%, -2, 3%, -1%, -0.8%, -17%, -1
(20) O=C(Nc1cc(S(=O)(=O)N2CCCC2)ccc1Cl)c1cc(F)c(F)c(F)c1F
 : -4, -8, /, /, /, -13, 2%, /, 0.0%, /, /
(21) Cc1nonc1NC(=O)CSc1nnc(-c2ccoc2C)n1C
 : -3, -4, 1, 2%, -1%, 6, -5%, 0%, 0.1%, 14%, 0
(22) Cn1nnnc1NCc1ccc(Cl)cc1
 : -4, -4, 1, 9%, -1%, 23, 10%, 2%, -0.8%, 5%, 14
(23) O=C(CN(Cc1ccc(F)cc1)C(=O)CNS(=O)(=O)c1ccc(Cl)cc1)NCC1CCCO1 (stereo not given)
 : 6, 8, 4, 2%, 4%, -5, 4%, 4%, -0.1%, /, 1
(24) O=C(NCc1ccncc1)C(=O)NCC1OCCCN1S(=O)(=O)c1ccccc1 (stereo not given)
 : -2, 9, -5, -1%, 1%, 3, 2%, -2%, -0.3%, 1%, 0
(25) O=C(Nc1ccc2c(c1)OCO2)c1ccc(N2C(=O)c3ccccc3C2=O)cc1
 : 3, 0, 0, -6%, 0%, 30, 2%, 23%, -0.4%, -24%, -6
(26) S=C(Nc1ccc(Cl)cc1Cl)N1CCN(c2ccccn2)CC1
 : 1, 5, 2, -2%, 0%, 6, 2%, 25%, 0.6%, 0%, 3
(27) CCOc1ccc(N(CC(=O)Nc2ccccc2C)S(=O)(=O)c2c(C)noc2C)cc1
 : -21, 19, 3, 3%[11.7 µM], 2%, 2, -7%, -1%, -0.2%, -3%, /
(28) O=C(COC(=O)c1ccc(S(=O)(=O)N2CCOCC2)cc1)Nc1nc(-c2ccccc2)cs1
 : -1, 7, 0, ?, -4%, -5, -2%, 25%, 0.3%, -4%, 1
(29) C=CCSc1n[nH]c2nc3c(c(=O)n12)C1(CCCC1)Cc1ccccc1-3
 : -8, 1, 4, ?, 0%, -8, -1%, 16%, -0.3%, -7%, 1
(30) CCOC(=O)N1CCN(S(=O)(=O)c2c(C(=O)N3CCCCC3)c(C)n(C)c2C)CC1
 : -7, 15, /, /, 0%, -7, 0%, -1%, -0.1%, /, -3
(31) CCn1cc(CN2CCC(n3nccc3NC(=O)Cc3ccccc3)CC2)cn1
 : -2, 15, /, /, 7%, 6, 2%, -3%, -0.6%, -22%, -2
(32) CC(C)(C)c1ccc(C(=O)Cn2nc(C(=O)O)c3ccccc3c2=O)cc1
 : -1, -8, 3, /, -1%, 0, -1%, -8%, -0.1%, 3%, -8
(33) NC(=O)C(=O)N/N=C/c1cccc(C(F)(F)F)c1
 : 7, 12, 3, -3%, 2%, -18, 3%, 1%, 0.1%, -1%, 4
(34) C=CCc1c(C)nc2c(-c3ccccc3)cnn2c1N1CCOCC1
 : -3, -14, 2, 34%[activator], 9%, 3, 7%, 10%, 0.2%, /, 0
(35) COc1ccc(S(=O)(=O)N2CCCCC2)cc1NC(=O)c1ccccc1
 : -6, -8, /, /, /, 6, -7%, /, 0.3%, /, 0
(36) COc1ccc(N=C2SC(C(=O)O)CC(=O)N2Cc2ccc(OC)c(OC)c2)cc1 (stereo not given)
 : 18, 6, 5, 10%, 0%, 2, 0%, -14%, -0.3%, -3%, -1
(37) CCOC(=O)C1(CCc2ccccc2)CCN(Cc2ccc(C(=O)OC)cc2)CC1
 : -108*, 4, -3, ?, 4%, -114*, -12%, 5%, -0.3%, 1%, -1
(38) COC(=O)c1c(NC(=O)C2SC(=NC3CCCCC3)C(C(N)=O)=C2N)sc2c1CCCC2 (stereo not given)
 : -2, -3, -1, 22%, 1%, -9, 3%, 9%, 0.3%, 15%, 2
(39) O=C(CCC(=O)OCc1ccc(Br)cc1)Nc1ccccc1
 : -3, 15, 2, 6%, 0%, -3, -1%, 6%, 5.6%, 8%, 8

Some entries already given, limited to hERG WT inh, Giardia kill and CXXC DNA block.
item | mol | hERG WT inh | Giardia kill | CXXC DNA block
37 | CCOC(=O)C1(CCc2ccccc2)CCN(Cc2ccc(C(=O)OC)cc2)CC1 | -108* | 4 | 5%
38 | COC(=O)c1c(NC(=O)C2SC(=NC3CCCCC3)C(C(N)=O)=C2N)sc2c1CCCC2 (stereo not given) | -2 | -3 | 9%
39 | O=C(CCC(=O)OCc1ccc(Br)cc1)Nc1ccccc1 | -3 | 15 | 6%
